# Source: PubChem BioAssay
# GDH-TPI counter: inhibits GDH-TPI coupling enzymes, artifact for Mtb FBA screen | GDH-TPI coupled enzyme counterscreen, NADH absorbance | inhibition, % at 4.8 µM | hit rate 1.2% among 360,000 | AID 588335; in the data active = inhibition above about 30%;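 note: 0% = DMSO wells and 100% = wells lacking the enzyme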
# TcdB GH inh: TcdB glycohydrolase inhibition. P18177. TcdB glycohydrolase enzymatic assay, plate reader. inhibition, % at 9.99 µM. hit rate 0.24% among 350,000; in the data active = inhibition above about 10%
# FBA Mtb inh: inhibits M. tuberculosis FBA enzyme | hit rate 2.3% among 360,000 | AID 588726 | purified M. tuberculosis FBA, fluorescence read-out | inhibition, % at 1 µM | P9WQA3; in the data active = inhibition above about 27%;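 note: 0% = vehicle and 100% = reference inhibitor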
# Target sequence (P9WQA3 whole entry, looked up): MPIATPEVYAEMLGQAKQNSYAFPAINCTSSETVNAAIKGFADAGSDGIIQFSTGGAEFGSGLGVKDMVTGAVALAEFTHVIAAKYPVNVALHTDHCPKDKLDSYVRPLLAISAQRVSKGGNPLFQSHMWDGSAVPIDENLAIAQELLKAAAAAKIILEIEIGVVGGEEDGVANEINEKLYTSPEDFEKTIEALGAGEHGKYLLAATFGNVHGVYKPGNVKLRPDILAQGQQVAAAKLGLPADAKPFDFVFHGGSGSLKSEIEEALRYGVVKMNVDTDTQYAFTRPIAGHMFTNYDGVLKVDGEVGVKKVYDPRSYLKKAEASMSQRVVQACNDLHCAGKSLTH
# FadD28 binding: M. tuberculosis FadD28 bisubstrate binding inhibition; inhibition, % at 12.5 µM; FadD28 bisubstrate probe binding, fluorescence polarization; hit rate 0.22% among 360,000; in the data active = inhibition above about 8.5%, passing the limit was not always enough; inconclusive = no clear call, values can overlap the other calls
# Mtb BioA inh: inhibitors of Mycobacterium tuberculosis BioA enzyme. hit rate 0.096% among 360,000. purified M. tuberculosis BioA enzyme, plate reader. inhibition, % at 9.99 µM; in the data active = inhibition above about 40%; inconclusive = no clear call, values can overlap the other calls
# Vc quorum ag: induces V. cholerae light production without autoinducers; V. cholerae BH1578 lux reporter, luminescence, 6 h; activation, % at 18.7 µM; hit rate 0.16% among 350,000; AID 588436; in the data active = activation mostly above about 9.7%, no sharp cut-off; inconclusive = no clear call, values can overlap the other calls; inactive = mostly below about 3.7%; note: not every result past the cut was called active; inactives centre near 0; reference of the scale not given here
# Mtb UGM inh: inhibitors of M. tuberculosis UDP-galactopyranose mutase; P9WIQ1; purified UGM, fluorescence polarization probe displacement; inhibition, % at 10 µM; hit rate 0.06% among 320,000; AID 504406; in the data active = inhibition above about 10%, passing the limit was not always enough; inconclusive = no clear call, values can overlap the other calls
# Target sequence (P9WIQ1 whole entry, looked up): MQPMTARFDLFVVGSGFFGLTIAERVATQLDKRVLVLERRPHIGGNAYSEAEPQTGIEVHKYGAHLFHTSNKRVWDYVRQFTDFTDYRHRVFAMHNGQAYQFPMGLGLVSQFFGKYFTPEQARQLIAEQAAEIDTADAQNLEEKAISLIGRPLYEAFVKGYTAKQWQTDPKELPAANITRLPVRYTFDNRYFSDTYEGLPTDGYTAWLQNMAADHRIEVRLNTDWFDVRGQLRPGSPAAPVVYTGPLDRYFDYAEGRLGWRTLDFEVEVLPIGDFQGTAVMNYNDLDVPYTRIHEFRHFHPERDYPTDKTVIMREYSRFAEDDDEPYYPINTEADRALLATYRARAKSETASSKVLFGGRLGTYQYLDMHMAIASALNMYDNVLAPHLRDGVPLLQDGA
# Yp Topo-I inh: blocks Yersinia pestis topoisomerase I activity; Y. pestis Topo-I cleavage product accumulation, plate reader; activity, % at 10 µM; hit rate 0.064% among 360,000; in the data active = activity above about 50%, passing the limit was not always enough; inconclusive = no clear call, values can overlap the other calls; note: inactives centre near 2
# PfHsp40 yeast: compounds rescuing yeast from Plasmodium falciparum HSP40 toxicity. S. cerevisiae expressing PfHsp40, growth rescue, ATP luminescence. growth rescue, % at 12.5 µM. hit rate 0.68% among 340,000. AID 504582; in the data active = growth rescue above about 28%, passing the limit was not always enough; inconclusive = no clear call, values can overlap the other calls;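 note: yeast W303a lacking pdr1 and pdr3 grown in galactose medium; growth measured after three days at 30 °C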
# * = called active by the depositor; i = inactive; ? = inconclusive; / = no result given.
SMILES,GDH-TPI counter,TcdB GH inh,FBA Mtb inh,FadD28 binding,Mtb BioA inh,Vc quorum ag,Mtb UGM inh,Yp Topo-I inh,PfHsp40 yeast
C=CC(C)(C)c1c2occc2c(O)c2ccc(=O)oc12,9.7,-0.3,-0.3,14.2*,-0.3,-0.3,/,1.1,-1.4
CC(=O)Nc1ccc(S(=O)(=O)N2CCC(=O)Nc3ccccc32)cc1,6.1,0.7,1.2,0.3,/,1.8,0.0,-5.8,0.0
O=C(NCCCN1CCOCC1)c1cccc(S(=O)(=O)Nc2ccc(F)cc2)c1,4.0,2.1,-0.4,-1.6,-0.9,i,-3.9,1.2,-0.8
COc1ccc(-n2nc3c(c2NC(=O)c2ccc4c(c2)OCO4)CS(=O)(=O)C3)cc1,1.7,-2.8,3.1,-2.2,-0.8,i,-2.7,2.2,0.4
C=CCn1cc(C(=O)c2cc(Br)ccc2O)cc(C#N)c1=O,31.1*,1.6,0.8,0.0,-2.8,0.6,-4.1,-7.1,0.9
COc1ccc(CN(Cc2cc3cc(C)ccc3[nH]c2=O)C(=O)N(C)C)cc1,12.7,/,6.7,-4.7,-0.9,i,3.7,1.7,-1.5
O=C(CSc1nnc2ccccn12)Nc1ccccc1Cl,-9.7,0.0,2.3,-1.8,-0.7,i,4.1,3.5,-0.1
CC(C)(C)N1C(=O)c2ccccc2NC(=O)N1Cc1ccc(Br)cc1,10.2,/,-1.5,-2.8,-0.8,5.9,-0.4,2.2,1.3
COc1ccc(CNC(=O)CSc2nnc(NC(=O)c3ccccc3F)s2)cc1,3.0,1.5,-1.3,-0.7,-3.1,-0.4,-2.1,2.0,-0.5
Cc1ccc(C)c(OCc2nnc(NC(=O)c3ccco3)s2)c1,7.8,/,3.1,-3.1,-1.2,/,1.8,6.1,-1.3
COc1cc(CN2CCCC(CO)(Cc3cccc(Cl)c3)C2)cc(OC)c1O (stereo unspecified),-2.3,0.2,0.4,0.8,-2.0,-0.4,0.4,1.8,0.9
O=S(=O)(NCCNS(=O)(=O)c1ccccc1)c1ccccc1,10.1,/,6.2,-0.2,-1.3,1.8,-0.3,-9.0,-0.2
CC1CN(Cc2cc(=O)[nH]c(C(C)C)n2)CC(C)O1 (stereo unspecified),5.9,/,-3.7,-1.1,-3.6,-1.9,-0.4,1.6,0.2
CCc1ccc(CN(C)C(=O)c2ccc3c(c2)OCCO3)cc1,-3.6,1.2,-0.5,0.7,1.1,-1.4,-0.5,23.4,-0.9
CCc1nnc(NS(=O)(=O)c2ccc(NC(=O)OC)cc2)s1,10.8,/,5.0,0.3,-1.7,-8.4,-2.5,-9.0,-0.6
CCOc1cc(N2CCOCC2)c(OCC)cc1NC(=O)c1ccc(S(=O)(=O)N2CC(C)OC(C)C2)cc1 (stereo unspecified),10.8,0.9,2.1,-0.4,-0.5,-1.8,/,20.7,0.3
O=C(O)CCC(=O)N1CCC(C(=O)c2cccc(Cl)c2)CC1,5.4,1.4,-0.8,-4.0,-2.1,i,-0.8,3.8,-0.4
N#CC(=C1CCCC1)c1nc(-c2cc3ccccc3oc2=O)cs1,7.3,-0.1,3.8,-2.2,-1.0,-0.3,0.2,-2.5,-1.6
O=C(CSc1nn(-c2ccc(F)cc2)c(=S)s1)NC1CCS(=O)(=O)C1 (stereo unspecified),0.3,-0.3,-1.0,-1.0,-6.4,i,4.3,-5.5,2.0
CC1(C)C(=O)OC(C(=O)c2ccccc2)C2(CCCCC2)C1=O (stereo unspecified),8.1,/,-2.4,-3.2,-0.2,-0.6,-3.6,2.7,?
O=C(c1ccc2c(c1)OCO2)N1CCN(c2ccccc2F)CC1,10.6,/,-6.7,0.1,2.4,-2.9,0.0,-5.8,0.8
CCOC(=O)c1ccc(Oc2nc(SC)nc(N(C)C)n2)cc1,4.7,/,-0.2,-2.8,-0.6,i,-1.4,6.4,1.9
Cc1ccc(CC(CC(=O)O)C(=O)NC2CCCCC2)cc1 (stereo unspecified),0.0,/,0.5,-0.9,/,-11.1,-0.5,-7.2,0.8
COc1cc(Cl)cc(C(=O)O)c1OCC(=O)O,0.6,3.0,1.2,-0.2,-0.8,-0.2,0.5,5.5,-0.8

# 5 entries out of the list, sorted by count of non-hydrogen atoms, highest first:
SMILES,GDH-TPI counter,TcdB GH inh,FBA Mtb inh,FadD28 binding,Mtb BioA inh,Vc quorum ag,Mtb UGM inh,Yp Topo-I inh,PfHsp40 yeast
CCOc1cc(N2CCOCC2)c(OCC)cc1NC(=O)c1ccc(S(=O)(=O)N2CC(C)OC(C)C2)cc1 (stereo unspecified),10.8,0.9,2.1,-0.4,-0.5,-1.8,/,20.7,0.3
O=C(CSc1nn(-c2ccc(F)cc2)c(=S)s1)NC1CCS(=O)(=O)C1 (stereo unspecified),0.3,-0.3,-1.0,-1.0,-6.4,i,4.3,-5.5,2.0
O=C(c1ccc2c(c1)OCO2)N1CCN(c2ccccc2F)CC1,10.6,/,-6.7,0.1,2.4,-2.9,0.0,-5.8,0.8
CCOC(=O)c1ccc(Oc2nc(SC)nc(N(C)C)n2)cc1,4.7,/,-0.2,-2.8,-0.6,i,-1.4,6.4,1.9
Cc1ccc(CC(CC(=O)O)C(=O)NC2CCCCC2)cc1 (stereo unspecified),0.0,/,0.5,-0.9,/,-11.1,-0.5,-7.2,0.8

# Further entries
SMILES,GDH-TPI counter,TcdB GH inh,FBA Mtb inh,FadD28 binding,Mtb BioA inh,Vc quorum ag,Mtb UGM inh,Yp Topo-I inh,PfHsp40 yeast
COc1ccc(S(=O)(=O)NC(C)C(=O)N2CCCC2)cc1Cl (stereo unspecified),3.1,-0.1,0.6,-1.9,-0.4,i,0.5,-4.9,-0.8
CCOc1ccc2c(c1)OC(c1ccccc1)(C(F)(F)F)NC2=O (stereo unspecified),3.8,/,0.3,-4.5,-0.2,-1.0,4.0,9.6,-0.3
O=C(Nc1ncccc1O)C1CCN(S(=O)(=O)c2ccc3ccccc3c2)CC1,-5.7,0.3,0.5,0.8,/,2.7,-3.8,-4.6,/
O=C(C1CCCCC1)N1C[C@@H](n2cc(C3CC3)nn2)[C@H](O)C[C@@H]1c1ccc(Cl)cc1,15.6,0.7,2.4,0.5,-4.7,i,/,-9.4,/
CCn1c(SCc2c(F)cccc2Cl)nnc1-c1ccco1,7.8,4.2,1.4,-5.3,2.9,-0.5,-1.2,12.3,2.2
COc1ccc(CCNC(=O)c2cn(C)c3ccc(S(=O)(=O)N4CCOCC4)cc3c2=O)cc1OC,4.3,1.2,0.7,-2.1,0.0,-0.5,1.0,0.2,-0.2
O=C(CCNC(=O)c1ccc(Cl)cc1)Nc1cc(C(F)(F)F)ccc1N1CCOCC1,4.4,1.7,7.0,2.3,-4.1,i,/,0.9,/
O=C(CN(Cc1ccco1)C(=O)CNS(=O)(=O)c1ccc(F)cc1)NCc1ccco1,-3.5,0.5,2.1,-0.4,-1.2,i,-1.2,-0.6,0.6
CC1=C([N+](=O)[O-])C(c2ccc3c(c2)OCO3)N(C)C(=O)N1C (stereo unspecified),19.2,0.2,0.3,-4.3,-1.2,-0.5,0.4,1.5,1.1
C/C(=N\N=C(/N)SC1CC(=O)N(c2cccc(Cl)c2)C1=O)c1cccs1 (stereo unspecified),40.0*,0.0,-4.8,-4.4,4.0,i,-0.8,-9.9,4.5
O=C(Nc1ccc(Cl)cc1F)c1cccc2ccccc12,-5.7,0.8,2.0,-2.8,-0.3,i,1.1,0.2,-2.0
FC(F)(F)c1ccccc1Nc1nccs1,0.0,/,-0.6,0.2,-0.1,-0.4,-0.1,-3.2,-1.3
COc1ccc(C2=NO[C@@H]3C(=O)N(c4c(C)cccc4C)C(=O)[C@H]23)cc1OC,1.9,/,1.0,-2.0,-19.2,6.2,-0.5,-3.4,-0.1
CC(SCC(=O)NC(C)C1CC2CCC1C2)C(=O)O (stereo unspecified),4.1,/,-0.8,0.9,1.5,i,-0.4,4.8,0.6
CC(=O)Nc1ccc(NS(=O)(=O)c2ccc(C)cc2)cc1[N+](=O)[O-],-2.3,0.5,4.2,0.3,-0.2,-0.4,2.3,-7.5,-0.1
Cc1c(C(=O)Nc2c(F)cc(F)cc2Br)sc2ncn(CC(=O)N3CCCC3)c(=O)c12,10.9,2.6,-0.7,-0.5,-2.8,0.1,0.0,-4.9,-0.2
Cc1csc(N2CCCC2=O)n1,4.4,0.9,3.4,-1.6,0.4,-0.3,0.5,1.2,-0.7
Cc1cc(C)c(C)c(S(=O)(=O)Nc2ccc3cn[nH]c3c2)c1C,2.2,-0.2,-0.4,-2.9,-0.9,i,-2.1,-7.3,-0.5
CCn1c(/C(C#N)=N/O)nc2ccccc21,20.1,/,-0.3,0.3,/,-0.2,-2.1,3.7,-0.1
COc1ccc(OC)c(NC(=O)COC(=O)CCS(=O)(=O)c2ccc(Cl)cc2)c1,5.6,1.1,3.6,-1.9,-0.3,-2.1,-0.4,15.7,1.2
Cc1ccccc1CN1CCN(C(C)C(=O)NNC(=O)c2ccc(F)cc2)CC1 (stereo unspecified),2.1,-0.4,2.4,-0.5,-1.5,i,2.3,-1.4,-0.3
CC(C)(C)CC(=O)Nc1ccc(-c2nnc3n2CCCCC3)cc1,-2.9,0.0,1.5,-0.8,-6.8,-1.4,-1.0,0.1,-0.4
Cc1ccc2[nH]c(O)c(N=NC(=O)C3CC3c3ccccc3)c2c1Br (stereo unspecified),3.3,/,0.6,-1.8,/,-2.6,-0.9,1.5,0.5
Cc1cc(Nc2ccccc2O)c2ccccc2n1,13.2,1.2,0.7,-1.4,-0.6,i,-1.1,-1.0,0.8
CCCCC(NC(=O)CCc1c(C)c2cc3c4c(oc3c(C)c2oc1=O)CCCC4)C(=O)O (stereo unspecified),18.1,-3.6,7.6,-0.5,-1.1,-1.0,1.8,10.7,0.3
COCc1cc(N2CCOCC2)nc(-c2ccccc2)n1,2.8,1.2,-1.4,0.8,/,-0.3,-1.4,5.6,1.3
COc1cccc(CN2CCC(C(=O)N3CCN(Cc4ccc5c(c4)OCO5)CC3)CC2)c1,-12.4,-5.1,2.0,-1.0,0.9,-0.1,-0.6,6.3,0.9
COc1ccccc1N(C1=NCCCS1)S(=O)(=O)c1ccc(C(C)(C)C)cc1,3.1,0.4,0.0,0.9,/,-2.0,-1.1,3.0,1.4
Cc1cc(C)cc(N(C(=O)c2ccccn2)C(C(=O)NC2CCCCC2)c2cccs2)c1 (stereo unspecified),10.0,/,-1.6,-3.0,-0.5,i,-0.7,-3.7,1.4
Cc1cc(N/N=C/c2ccccc2)nc(N2CCOCC2)n1,25.8,0.5,-1.0,-3.8,1.3,-0.5,0.5,-2.4,/
CC/C(=N\NC(=O)Nc1ccccc1)c1c(O)n(Cc2ccccc2)c(=O)[nH]c1=O,-6.1,-1.2,-1.4,-2.5,-0.4,-0.9,0.2,-2.4,-1.9
Cc1cccc(C)c1Nc1nnc(SCC(=O)c2ccc3c(c2)NC(=O)CO3)s1,-2.2,/,3.9,-2.2,-0.2,0.1,1.2,-4.7,0.3
COc1cc(/C=C/C(=O)OCC(=O)N(C)CC(=O)Nc2ccc(F)cc2)ccc1OC(F)F,7.0,-4.3,7.0,-19.8,0.4,i,2.3,3.0,-1.5
CCOC(=O)c1c(C)[nH]c(C)c1C(=O)COC(=O)CCOc1ccccc1OC,4.0,/,0.6,-1.4,-2.2,-5.9,-1.0,4.2,-0.4
Cc1ccc(Nc2n[nH]c(=S)s2)cc1C,12.4,2.0,-2.6,-2.5,0.0,-5.0,/,2.2,/
Cc1ccc(N2C(=O)C3C4C=CC(CC4)C3C2=O)cc1Br (stereo unspecified),-5.1,1.1,1.7,-2.0,3.7,i,3.4,-17.5,0.2
Nc1nc(NC(=O)C(Cl)(Cl)Cl)nn1-c1ccccc1,-2.2,0.6,0.5,-0.5,0.2,i,0.8,-0.4,0.0
COc1ccc(NC(=O)C2CCN(C(=O)Cc3ccccc3)CC2)c(OC)c1,0.0,0.1,3.9,-0.5,/,-0.2,0.9,-3.8,-0.8
Cc1cc(/C=C(\C#N)c2nc3ccccc3[nH]2)c(C)n1C,19.3,/,-2.7,-1.7,-0.2,-0.6,-1.3,-12.0,0.9
Cc1ccc(CNC(=O)c2ccc3c(c2)S(=O)(=O)c2ccccc2C3=O)o1,9.2,/,2.5,0.1,-1.2,i,-3.7,4.5,-1.3
